# Screening data: PubChem BioAssay, several laboratories
# NTR1 agonist: agonists of NTR1, primary screen, imaging, U2OS cells, beta-arrestin-GFP, high content (AID 493036). P30989. NTR1-U2OS beta-arrestin-GFP spot imaging, agonist mode. activation, % at 20 µM. hit rate 0.17% among 330,000;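 active means activation at or above 40% of the spot to cytoplasm intensity ratio, with at least 20 cells analyzed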;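 further: 0% = DMSO without peptide and 100% = 100 nM NTR1 peptide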
# Target sequence (P30989 whole entry, looked up): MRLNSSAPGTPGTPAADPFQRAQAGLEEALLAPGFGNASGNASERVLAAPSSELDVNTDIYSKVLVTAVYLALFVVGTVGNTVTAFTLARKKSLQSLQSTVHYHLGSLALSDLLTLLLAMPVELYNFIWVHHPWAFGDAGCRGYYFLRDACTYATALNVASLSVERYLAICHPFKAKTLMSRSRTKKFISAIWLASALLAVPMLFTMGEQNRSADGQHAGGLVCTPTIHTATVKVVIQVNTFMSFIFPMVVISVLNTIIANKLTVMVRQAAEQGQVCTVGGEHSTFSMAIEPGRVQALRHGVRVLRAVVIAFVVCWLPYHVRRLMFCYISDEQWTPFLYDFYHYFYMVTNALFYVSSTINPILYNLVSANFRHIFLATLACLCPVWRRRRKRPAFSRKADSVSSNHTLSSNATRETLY
# UTI89 phage lysis: protection from phage-mediated lysis, alamar blue read-out – E. coli UTI89, K1F phage, bacterial capsule biogenesis inhibitors (AID 488966); hit rate 0.02% among 340,000; inhibition, % at 100 µM, or IC50 in µM where a hit was titrated; E. coli UTI89 K1F phage lysis, alamar blue, 2 h; higher % means a stronger effect;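 active means phage lysis inhibition, versus mean bacterial control, above a set limit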;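 further: capsule biogenesis inhibitors block K1F phage lysis so surviving cells raise fluorescence; higher fluorescence means more inhibition of phage lysis; actives were called in the ten point dose series up to 300 µM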
# Dengue-2 NS5 capping: flavivirus cap methylation enzyme inhibition – biochemical, confirmation dose response, primary screen (AID 588689) | Dengue-2 NS5 methyltransferase capping enzyme assay, biochemical; higher % means a stronger effect | inhibition, % at 25 µM; hits with a dose series show IC50 in µM | hit rate 0.3% among 340,000; in the data active means a potency from the dose series
# NTR1 agonist cell count 20 µM: further read-out of NTR1 agonist, marked with its call; cell count; measured here: cell count, cytotoxicity flag
# Dengue-2 NS5 capping pilot replicate: second read-out of Dengue-2 NS5 capping, no call of its own (marks repeat the call); inhibition, %; measured here: pilot screen replicate inhibition
# Starred values were filed as active, the others as inactive; [ ] = another dose, or the depositor's remark. An excerpt; count on the stated rates, not on these rows.
SMILES,NTR1 agonist,NTR1 agonist cell count 20 µM,UTI89 phage lysis,Dengue-2 NS5 capping,others
O=C(CSc1cccc[n+]1[O-])Nc1cc(Cl)ccc1[N+](=O)[O-],2.9,64,-1.6%,3.1%,
Cc1cccc(C)c1NC(=O)CNC(=O)C(C)N1CCN(c2cccc(Cl)c2)CC1 (configuration not stated),-0.8,69,0.7%[50 µM],4.8%,
COc1ccc(NC(=O)CSc2ccc3c(c2)OCCO3)cc1,0.1,40,-0.6%,0.8%,
Cc1ccc(S(=O)(=O)N2CCCCC2CCNC(=O)C(=O)NC2CCCC2)cc1 (configuration not stated),0.0,62,-0.5%[50 µM],-12.2%,
CCN(CC)CCCn1c2c(c(SCC(=O)Nc3cccc(C(C)=O)c3)nc1=O)CCC2,0.8,43,1.6%[50 µM],-12.2%,
O=C(C[C@H]1C/C=C\C[C@H](NC(=O)OCC2c3ccccc3-c3ccccc32)C(=O)OC[C@@H]2CCCN2C1=O)N[C@H](CO)Cc1ccccc1,-1.8,69,0.3%,-1.6%,
CC[C@]12c3[nH]c4ccc(OC)cc4c3CCN1C(=O)C(CC(=O)NCCC1=CCCCC1)C[C@@H]2C(=O)N1CCN(C(=O)C2CC2)CC1 (some centres not stated),2.0,64,-0.1%,-7.3%,Dengue-2 NS5 capping pilot replicate=-0.3
CCN(C[C@H]1N[C@@](C)(C(=O)OC)[C@H]2C(=O)N(Cc3ccccc3)C(=O)[C@@H]12)C(=O)Nc1ccc(C)cc1,3.6,38,0.3%,-8.9%,Dengue-2 NS5 capping pilot replicate=-0.6
O=C(O)c1cc(S(=O)(=O)NCCOc2ccccc2)ccc1Cl,3.2,67,0.6%[50 µM],-9.2%,
N#CCCN(C(=O)COC(=O)C12CC3CC(CC(O)(C3)C1)C2)c1ccc(F)cc1,1.8,60,0.2%[50 µM],0.8%,
Cc1ccc(-n2c(SCC(=O)NCC3CCCO3)nc3ccccc3c2=O)cc1C (configuration not stated),-0.7,54,0.1%[50 µM],-2.9%,
CSCCC(NS(=O)(=O)c1ccc(C)cc1)C(=O)N1CCN(S(=O)(=O)c2ccc(F)cc2)CC1 (configuration not stated),0.5,86,1.0%[50 µM],-8.6%,
Cc1cc(C)c(NC(=O)CSCc2c(C)noc2C)c(Cl)c1,-0.9,65,1.3%[50 µM],1.5%,
CCCCCC(C)NC(=O)c1cc(S(=O)(=O)N2CCCCC2)ccc1N1CCOCC1 (configuration not stated),-1.8,95,0.1%[50 µM],1.9%,
Cc1ccc(S(=O)(=O)N2C[C@@H]3CCCC[C@@H]3[C@@H](C)[C@H]2CC(=O)c2ccccc2)cc1,6.9,65,0.8%,-3.6%,Dengue-2 NS5 capping pilot replicate=-3.6
CN1CCN(C(CNC(=O)C(=O)NC2CCCCC2)c2ccc(F)cc2)CC1 (configuration not stated),-0.2,50,1.5%[50 µM],5.1%,
COc1ccc(S(=O)(=O)N2c3ccc(F)cc3CCC2C)cc1 (configuration not stated),2.5,52,-1.0%,-5.4%,
C[C@@H]1CN([C@@H](C)CO)C(=O)c2cc(NS(=O)(=O)c3ccc(Cl)cc3)ccc2O[C@H]1CN(C)Cc1ccncc1,-1.2,63,-0.4%,-11.8%,
N[C@H]1C(O)O[C@H](CO)[C@@H](O)[C@@H]1O (some centres not stated),-0.3,59,6.7%,33.0%,
O=C(CN1C(=O)C2CCCCC2C1=O)Nc1cccc([N+](=O)[O-])c1 (configuration not stated),-1.3,60,1.3%[50 µM],1.4%,
CC(=O)N1CCN(C(=O)c2cc(S(=O)(=O)N3CCCCC3)ccc2Cl)CC1,-0.6,60,1.4%[50 µM],-2.2%,
O=C(c1ccc(Br)cc1)c1coc2ccc(O)cc12,0.1,56,0.6%,5.4%,
O=C(CCc1ccccc1)NC1(Cc2ccccc2)CCN(CCc2cccs2)C1=O (configuration not stated),2.3,52,-0.4%,1.6%,
CCN(CC(=O)Nc1c(F)cccc1F)C(=O)Cn1[nH]c(=O)c2ccccc2c1=O,-0.5,62,0.9%[50 µM],-2.3%,
COCc1c(C(=O)OCC(=O)NCCc2ccc(S(N)(=O)=O)cc2)oc2ccccc12,-1.1,77,0.8%[50 µM],3.3%,
SMILES,NTR1 agonist,NTR1 agonist cell count 20 µM,UTI89 phage lysis,Dengue-2 NS5 capping,others
OCCNc1nc(Nc2ccccc2OC(F)(F)F)nc(N2CCCC2)n1,3.9,92,-1.3%,-11.8%,
CN(C(=O)NC1CC(=O)N(c2ccc3c(c2)OCCO3)C1)c1ccccc1 (configuration not stated),-0.3,61,1.0%[50 µM],-2.9%,
O=C(c1ccc(-n2cncn2)c([N+](=O)[O-])c1)N1CCN(S(=O)(=O)c2ccccc2Br)CC1,0.3,67,0.7%[50 µM],-1.5%,
Cc1noc(C)c1COc1ccccc1C(=O)N(C)CC(=O)Nc1cccc(F)c1,0.9,77,1.1%[50 µM],3.7%,
COCCN(C(=O)CC1OC(=O)c2ccccc21)c1c(N)n(Cc2ccccc2)c(=O)[nH]c1=O (configuration not stated),0.5,64,0.2%[50 µM],-3.7%,
O=C(CCNS(=O)(=O)c1ccccc1F)NC1CCCCCC1,2.3,52,0.4%[50 µM],-3.4%,
Cc1ccc(N/N=C/C=C/c2ccco2)cc1,-0.2,51,-0.6%,-19.2%,
CCC1CCCCN1C(=O)COc1ccc2c3c(c(=O)oc2c1)CCC3 (configuration not stated),4.0,48,0.5%,-5.8%,
CC1CCCCC1NC(=O)c1cccc(S(=O)(=O)N2CCN(C)CC2)c1 (configuration not stated),0.2,60,1.2%[50 µM],2.2%,
CCCCn1c(N)c(N(CC(C)C)C(=O)C2CC(=O)N(c3ccc(C)cc3)C2)c(=O)[nH]c1=O (configuration not stated),-0.8,65,1.1%[50 µM],-1.5%,
C[C@H](CO)N1C[C@H](C)[C@@H](CN(C)Cc2ccc(Oc3ccccc3)cc2)Oc2c(NC(=O)C3CC3)cccc2C1=O,16.0,58,-1.7%,-3.2%,
Cc1c(C(=O)NCCN2CCOCC2)oc2ccc(Br)cc12,-0.3,66,0.5%[50 µM],-5.8%,
Cc1ccc(C(=O)Nc2cccc(C(F)(F)F)c2)cc1NC(=O)c1c[nH]c2cc(C(F)(F)F)ccc2c1=O,-2.2,60,1.3%,1.6%,
Cc1cc(C)n(-c2nc3sc4c(c3c3nnc(SC(C)C)n23)CC(C)(C)OC4)n1,1.8,67,4.9%,-10.3%,
COc1cccc(NC(=O)CN(C)C(=O)c2cc(C)on2)c1,0.3,62,1.8%[50 µM],-1.5%,
O=C(COC(=O)c1ccc(S(=O)(=O)N2CCCCC2)cc1)NCc1ccccc1,0.4,52,0.7%,-10.3%,
COCCn1c(SCC(=O)N(C)c2c(N)n(Cc3ccccc3)c(=O)[nH]c2=O)nnc1-c1cccc(C)c1,0.1,50,0.8%[50 µM],8.0%,
CCC(=O)c1ccc(OCC(=O)OCC(=O)NCc2cccs2)cc1,-0.9,65,1.9%[50 µM],-4.3%,
O=C(CC1C[C@H](C(=O)N2CCOCC2)[C@@]2(CCC3CCCC3)c3[nH]c4ccccc4c3CCN2C1=O)NCCC1=CCCCC1 (some centres not stated),0.3,70,0.2%,-5.3%,Dengue-2 NS5 capping pilot replicate=1.8
Nc1nc(N)nc(-c2cc(C(F)(F)F)ccc2Cl)n1,-4.3,94,-2.6%,0.0%,
CCN(CC(=O)Nc1ccc(OC)cc1)C(=O)Cc1cccs1,1.6,67,1.7%[50 µM],-1.4%,
CCN1CCN(c2oc(-c3ccccc3C)nc2S(=O)(=O)c2ccccc2)CC1,0.6,60,0.3%[50 µM],0.7%,
COc1cc2oc(=O)cc(-c3cccc(-c4cccc(C)c4)c3)c2c(OC)c1OC,8.2,57,0.1%,3.0%,Dengue-2 NS5 capping pilot replicate=-1.2
COc1ccc(CNC(=O)Nc2ccc([N+](=O)[O-])cc2)cc1,-3.5,64,1.1%,-12.3%,
O=C(CNC(=O)c1ccc(Cl)cc1Cl)OCc1cn2cc(Br)ccc2n1,0.4,76,-3.4%,0.0%,

# An excerpt from further up:
SMILES,NTR1 agonist,NTR1 agonist cell count 20 µM,UTI89 phage lysis,Dengue-2 NS5 capping,others
Cc1ccc(N/N=C/C=C/c2ccco2)cc1,-0.2,51,-0.6%,-19.2%,
CCC1CCCCN1C(=O)COc1ccc2c3c(c(=O)oc2c1)CCC3 (configuration not stated),4.0,48,0.5%,-5.8%,

# Returning to the listing, starting six compounds before the break.
SMILES,NTR1 agonist,NTR1 agonist cell count 20 µM,UTI89 phage lysis,Dengue-2 NS5 capping,others
Nc1nc(N)nc(-c2cc(C(F)(F)F)ccc2Cl)n1,-4.3,94,-2.6%,0.0%,
CCN(CC(=O)Nc1ccc(OC)cc1)C(=O)Cc1cccs1,1.6,67,1.7%[50 µM],-1.4%,
CCN1CCN(c2oc(-c3ccccc3C)nc2S(=O)(=O)c2ccccc2)CC1,0.6,60,0.3%[50 µM],0.7%,
COc1cc2oc(=O)cc(-c3cccc(-c4cccc(C)c4)c3)c2c(OC)c1OC,8.2,57,0.1%,3.0%,Dengue-2 NS5 capping pilot replicate=-1.2
COc1ccc(CNC(=O)Nc2ccc([N+](=O)[O-])cc2)cc1,-3.5,64,1.1%,-12.3%,
O=C(CNC(=O)c1ccc(Cl)cc1Cl)OCc1cn2cc(Br)ccc2n1,0.4,76,-3.4%,0.0%,
COC(=O)C1=C(C)N(Cc2ccccc2)C(=NCCc2c[nH]c3ccccc23)N[C@H]1c1cccc(F)c1,10.3,36,-1.1%,8.7%,
CN(C)S(=O)(=O)c1cccc(NC(=O)c2ccc(N3CCCC3=O)cc2)c1,0.2,59,0.1%[50 µM],-1.5%,
Cc1ccn2c(NC3CCCCC3)c(-c3cccc(-c4cccc(Cl)c4)c3)nc2c1,9.5,58,0.4%,-7.9%,
CCOC(=O)C1=CN(CC)S(=O)(=O)NC1CC (configuration not stated),0.4,63,0.1%,8.9%,Dengue-2 NS5 capping pilot replicate=-2.7
COc1cc2sc3cc(NCc4ccc(C)o4)ccc3c(=O)c2cc1OC,2.2,63,0.7%,-2.7%,
CN(C)S(=O)(=O)c1cccc(NC(=S)NC(=O)c2ccco2)c1,-0.2,55,1.4%[50 µM],-5.8%,
Cc1nnc(NC(=O)c2cccc(S(=O)(=O)N3CCN(C)CC3)c2)s1,0.0,56,1.0%[50 µM],-3.0%,
CN1CCc2c(sc(NC(=O)CS(=O)(=O)c3ccccc3)c2C(N)=O)C1,-1.8,41,0.8%[50 µM],-3.6%,
CCN(C[C@H]1N[C@@](C)(C(=O)OC)[C@H]2C(=O)N(Cc3ccccc3)C(=O)[C@@H]12)C(=O)c1ccc(C(C)(C)C)cc1,1.4,63,0.0%,-7.6%,Dengue-2 NS5 capping pilot replicate=-1.2
O=C(COc1ccccc1[N+](=O)[O-])Nc1ccc2c(c1)CCC2,4.0,61,-0.2%[50 µM],-0.7%,
Cc1cc(C)c(NC(=O)CNC(=O)CN2C(=O)NC3(CCCc4ccccc43)C2=O)c(C)c1 (configuration not stated),-0.4,52,1.5%[50 µM],6.7%,
CN(CC(=O)Nc1ccccc1C(=O)NC1CC1)Cc1ccccc1F,-1.8,64,1.6%[50 µM],-4.3%,
COc1cc2c(c(OC)c1OC)C(c1ccc(O)cc1)CC(=O)O2 (configuration not stated),0.0,64,-0.1%,1.9%,
COc1ccc(C#Cc2c(C=O)n(C)c3ccccc23)cc1,9.3,43,2.4%,-6.1%,
Cc1ccc(S(=O)(=O)N2CCN(C(=O)c3cc4c(s3)CCCC4)CC2)c(C)c1,7.8,80,0.1%[50 µM],4.6%,
CCN1/C(=C/c2ccc3cc(C)ccc3[n+]2CC)Sc2ccc3sccc3c21,-4.0,49,-0.2%,-26.2%,
Cc1cccc(CC(=O)NCCS(=O)(=O)N2CCN(c3cccc(Cl)c3)CC2)c1,1.6,61,0.5%[50 µM],-5.2%,
Cc1ccc(S(=O)(=O)N2CCCCC2)cc1NC(=O)CNc1ccc(C(F)(F)F)cc1,5.3,85,-0.9%[50 µM],5.8%,
CCOc1ccc(NC(=O)CSc2nc3[nH]ncc3c(=O)[nH]2)cc1,-0.5,60,1.0%[50 µM],-8.7%,
CC(C)(C)c1ccc(C(=O)OCC(=O)NCc2ccco2)cc1,-0.3,65,1.1%[50 µM],-3.0%,
Cc1noc(C)c1C(=O)Nc1nc(-c2cccs2)cs1,0.4,91,1.5%[50 µM],6.6%,
CCN(CC)S(=O)(=O)c1ccc(OCC(=O)NC(=O)Cc2ccccc2)c([N+](=O)[O-])c1,1.7,87,-0.2%,-2.2%,
Nc1nc(SCC(=O)N2CCCc3ccccc32)n[nH]1,-1.5,64,0.2%[50 µM],-0.7%,
COc1ccc(S(=O)(=O)N2CCN(Cc3cccs3)CC2)cc1OC,1.5,61,0.7%[50 µM],-3.0%,
O=C(COC(=O)CCC(=O)N1CCOCC1)Nc1ccc(Br)cc1Br,0.6,33,-0.7%,-6.6%,
COc1cc(S(=O)(=O)NCC2(N3CCCCC3)CCCCC2)ccc1NC(C)=O,-1.1,50,1.1%[50 µM],5.8%,
CN1CCN(C(=O)c2cc3ccccc3cc2O)CC1,0.1,52,0.6%[50 µM],3.7%,
CC(NC(=O)COC(=O)c1cccc(S(=O)(=O)N2CCCC2)c1)c1ccccc1 (configuration not stated),1.8,45,-0.4%,-5.7%,
O=C(COC(=O)c1ccc(O)cc1O)c1ccc2c(c1)OCCO2,-0.1,52,1.0%[50 µM],-7.5%,
